Bioassay records (PubChem BioAssay)
USP1 inh: USP1/UAF1 (human) deubiquitinase inhibition; 390,000 tested, 0.23% active; O94782; recombinant USP1/UAF1, Ub-Rhodamine cleavage fluorescence; Potency, µM (highest dose often 57.1 µM), for the others: top-dose activity change, negative = inhibition, most hits filed as inhibitors; AID 743255; further: potency means the concentration at half of the fitted maximal effect; on the % scale 0 is the no-effect control and ±100 the full control effect; nearly all actives have a fitted effect of over 60% in size; inactives centre near -12
Target sequence (O94782 whole entry, looked up): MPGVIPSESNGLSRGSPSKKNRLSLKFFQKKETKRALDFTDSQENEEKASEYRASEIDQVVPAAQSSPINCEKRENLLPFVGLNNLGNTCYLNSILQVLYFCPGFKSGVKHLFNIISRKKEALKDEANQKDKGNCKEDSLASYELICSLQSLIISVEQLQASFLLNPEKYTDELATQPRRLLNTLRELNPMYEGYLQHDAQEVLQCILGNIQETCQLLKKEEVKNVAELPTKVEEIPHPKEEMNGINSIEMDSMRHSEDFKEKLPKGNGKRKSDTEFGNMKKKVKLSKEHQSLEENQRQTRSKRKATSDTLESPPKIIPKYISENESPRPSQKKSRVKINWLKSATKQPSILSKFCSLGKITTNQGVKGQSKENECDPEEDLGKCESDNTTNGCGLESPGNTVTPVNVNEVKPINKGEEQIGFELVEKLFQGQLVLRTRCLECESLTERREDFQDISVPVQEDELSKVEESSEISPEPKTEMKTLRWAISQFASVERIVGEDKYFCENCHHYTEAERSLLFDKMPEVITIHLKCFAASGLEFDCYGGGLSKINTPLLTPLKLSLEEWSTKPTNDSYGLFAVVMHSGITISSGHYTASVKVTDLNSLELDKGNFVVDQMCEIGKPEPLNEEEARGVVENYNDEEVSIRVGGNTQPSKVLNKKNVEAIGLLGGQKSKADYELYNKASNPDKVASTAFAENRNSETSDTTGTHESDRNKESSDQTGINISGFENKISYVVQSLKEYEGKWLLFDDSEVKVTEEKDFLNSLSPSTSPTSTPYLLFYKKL
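USP1/UAF1 complex (1 nM) preincubated 15 min at room temperature with compound, then Ub-Rho substrate (150 nM final) added. Kinetic fluorescence at 480/540 nm over 6 reads at 60 s intervals; 50 mM HEPES pH 7.8, 0.5 mM EDTA, 0.1 mg/ml BSA, 1 mM TCEP, 0.01% Tween-20.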
TRHR enhancer: allosterically enhances the human TRH receptor | P34981 | TRHR cells, fluo-8 calcium fluorescence, EC20 TRH enhancement | enhancement, % at 2 µM | 360,000 tested, 0.66% active | AID 493056; in the data active means enhancement above about 30%; further: 0% is about no effect
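TRHR-expressing cells loaded with fluo-8 calcium dye were read kinetically (ex 480/em 530) during compound addition, then stimulated with an EC20 of TRH (10 nM final). Enhancement of the Gq-mediated intracellular calcium response was scored.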
TrxR1 substrate: is turned over as a substrate by rat TrxR1 | purified TrxR1 substrate turnover, NADPH consumption readout | 390,000 tested, 0.01% active | Potency, µM (highest dose often 114 µM), inactives show top-dose activity change, negative = substrate turnover; further: potency means the concentration at half of the fitted maximal effect; on the % scale 0 is the no-effect control and ±100 the full control effect; nearly all actives have a fitted effect of over 50% in size
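Rat TrxR1, dispensed at 90 nM, was prereduced with 400 uM NADPH (final) for 5 min at ~22 deg C, then incubated with compound 15 min before 400 uM selenite. A first-read NADPH fluorescence drop versus no-compound background flagged substrates.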
D2 agonist: D2 dopamine receptor (human) agonism; 340,000 tested, 0.53% active; HEK293 T-REx D2 cells, calcium flux agonist mode; activation, % at 2 µM;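 active means activation over 3 SD above normal in the single-dose calcium agonist read, cut at about 30% in these data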; further: 0% is about no effect
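Agonism is scored from calcium flux in a force-coupled, inducible HEK293 cell line expressing D2, read kinetically for 180 s after compound addition against dopamine controls.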
TRHR agonist: agonists of human TRH receptor | P34981 | TRHR cells, calcium flux fluo-8, FDSS agonist mode | activation, % at 2 µM | 360,000 tested, 0.18% active; in the data active means activation above about 30%; further: 0% is about no effect
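Steps: seed TRHR cells overnight; add fluo-8 no-wash Ca dye, RT 30 min–1.5 h; record 10 s baseline; pin-transfer compounds; monitor fluorescence 1 cycle/s for the agonist window. Calcium increases flag candidate agonists.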
mIDH1 inhibitor: blocks human mutant IDH1 R132H enzyme; O75874; IDH1-R132H enzyme, NADPH consumption, diaphorase/resazurin fluorescence; Potency, µM (titrated, usually from 76.6 µM), without a hit: at the top dose activity change, negative = inhibition, most hits filed as inhibitors; 390,000 tested, 0.093% active; AID 602179; further: potency means the concentration at half of the fitted maximal effect; on the % scale 0 is the no-effect control and ±100 the full control effect; nearly all actives have a fitted effect of over 65% in size
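IDH1-R132H (0.5 ug/mL dispensed) in pH 7.5 Tris buffer was preincubated 30 min with compound, then given a substrate mix of 0.016 mM NADPH and 2 mM alpha-KG for 80 min at room temperature; remaining NADPH was read by diaphorase/resazurin fluorescence.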
TrxR1 inh: rat TrxR1 inhibition | O89049 | recombinant rTrxR1, NADPH fluorescence consumption, selenite substrate | Potency, µM (series often up to 114 µM), for the others: top-dose activity change, negative = inhibition, most hits filed as inhibitors | 390,000 tested, 1% active | AID 588453; further: potency means the concentration at half of the fitted maximal effect; on the % scale 0 is the no-effect control and ±100 the full control effect; nearly all actives have a fitted effect of over 65% in size
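Rat TrxR1 (90 nM in the dispensed reagent) was pre-reduced with 400 uM NADPH for 5 min at room temperature, then incubated with compound for 15 min. After 400 uM selenite was added, NADPH fluorescence (Ex 340/Em 450 nm) was followed for 8 min.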
PI4K2A block: PI4K2A (human) kinase inhibition; Q9BTU6; purified PI4K2A, ADP-Glo luminescence, 1 h; stronger effect = lower value; activity change, negative = inhibition, % at 76.9 µM; 420,000 tested, 0.13% active; AID 1346378; in the data active means activity change below about -50%; inconclusive means mostly about -30% to -49%;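 further: -100% = wells without enzyme as full effect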
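ADP-Glo luminescence measured ADP generated by PI4K2A enzyme (4 ug/mL before mixing) with 1.2 mM PI substrate (pre-mix) and 300 microM ATP (pre-mix). Tris pH7.5 buffer with MgCl2, Triton X-100; 1 h reaction at ambient temperature.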
D2 antagonist: D2 dopamine receptor (human) antagonism. P14416. HEK293 TREx D2 cells, calcium flux, dopamine EC80. inhibition, % at 10 µM. 340,000 tested, 2% active. AID 485344; in the data active means inhibition above about 30%; further: 0% is about no effect
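In this primary screen, negative modulation is detected by tracking calcium flux after an EC80 dopamine challenge in inducible HEK293 T-REx D2 cells preexposed to test compound for 180 s.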
Active calls of the source: *; ? = inconclusive; . = not tested or not shown; & = joins results of further samples; [ ] = remark or other dose. Unless noted, the call rests on the fitted dose curve; in most records, active means well fitted inhibition curve with a large enough effect; inconclusive means small, poorly fitted or top-dose-only effect; inactive means no such curve, though single readings can be large or run the other way.

SMILES | USP1 inh | TRHR enhancer | TrxR1 substrate | D2 agonist | TRHR agonist | mIDH1 inhibitor | TrxR1 inh | PI4K2A block | D2 antagonist
CCn1cc(C(=O)N[C@@H](CCSC)C(=O)NCCCO)c(=O)c2cc3c(cc21)OCO3 | -17.3% | -3.6 | 10.2%[57.1 µM] | -0.1 | 0.6 | -1.9% | -4.3%[57.1 µM] | 0.4 | -18.5
O=C(NNc1c(Cl)cc(Cl)cc1Cl)C1CCC1 | 4.1% | -0.9 | -5.0% | -0.4 | -0.4 | -2.4% | -14.9% | 3.0 | 2.7
COc1ccc(C(CC(=O)O)NC(=O)COc2ccc(C)cc2)cc1OC (stereo unspecified) | -11.1% | 0.7 | 4.8% | 2.3 | 0.2 | -3.4% | 3.0% | -1.5 | 4.5
O=C(CSc1ccc2ccccc2n1)c1ccc2c(c1)OCO2 | -18.5% | -7.0 | -9.3% | . | 1.3 | 6.3% | -1.1% | 0.1 | .
CCCc1nnc(SCC(=O)N2CCCCC2C)n1CCCOC (stereo unspecified) | -16.6% | 0.0 | 4.1%[57.1 µM] | -0.1 | 0.4 | 0.8% | -2.2%[57.1 µM] | -0.4 | -21.5
CN(c1ccccc1)S(=O)(=O)c1cccc(C(=O)NCc2ccccc2)c1 | -21.0% | -2.4 | 1.9% | -0.3 | 0.0 | -5.8% | 17.9% | 0.0 | -4.3
CC(C)(C)c1ccc(COc2ccsc2C(=O)O)cc1 | 1.6% | 2.2 | 9.0%[57.1 µM] | . | -0.1 | 3.7% | 15.5%[57.1 µM] | -2.3 | .
CC(=O)N1CC(=O)N(OCc2ccccc2)C1c1ccc(Cl)cc1Cl (stereo unspecified) | -7.0% | -2.3 | 1.3%[57.1 µM] | -0.1 | -0.5 | 6.7% | 2.0%[57.1 µM] | -10.8 | 11.9
O=S(=O)(c1ccccc1)c1nc(-c2cccc(Cl)c2)oc1N1CCOCC1 | -13.8%&1.4% | -3.9&7.2 | 0.3%&7.8% | 0.3&-1.9 | -0.6&-1.3 | 0.0%&4.7% | -6.4%&31.2% | -0.5&5.5 | 27.1
COc1ccc(CN(C)C(=O)c2ccc(Cl)c(S(=O)(=O)NCc3cccnc3)c2)cc1F | -20.3% | -2.0 | 3.2% | -0.3 | -0.3 | 11.6% | 3.9% | -2.2 | 7.4
Cc1cccc(NC(=O)C2CC(O)CN2C(=O)OCc2ccccc2)c1 (stereo unspecified) | -0.8% | -10.2 | -10.0% | . | 0.0 | 14.2% | -15.4% | -8.4 | .
CCn1c(=O)n(CC)c2cc(N3CCCC3)c(NC(=O)c3ccccc3)cc21 | -20.6% | 5.7 | -10.0% | -0.1 | 0.3 | 10.5% | -14.2% | 3.0 | 13.0
Cc1cccc(-c2noc(CN(C(=O)C(c3ccccc3)c3ccccc3)C(C)C)n2)c1 | ? | -0.5 | -1.5% | 2.0 | 1.1 | -3.7% | 19.7% | -1.6 | -11.2
CN1C(=O)/C(=C/c2cccc(Cl)c2)Sc2ccc(C(=O)NCc3cccnc3)cc21 | -8.0% | 4.6 | -2.7% | . | -0.4 | -8.7% | 2.4% | 6.7 | .
O=C(c1cc(-c2ccc(Cl)c(Cl)c2)on1)N1CCCC1 | . | 1.8 | . | -0.8 | 0.3 | . | . | . | -4.9
Cc1cc(=O)[nH]c2c(C)c(N)ccc12 | -25.0% | 3.0 | 644.7%[activator] | -0.2 | 0.0 | -1.9% | 19.1% | 1.5 | 4.8
Cc1ccc2nc(-c3ccc(NC(=S)NCC(C)(C)CN(C)C)cc3)sc2c1 | -23.3% | . | 22.0% | . | . | -2.7% | 3.4% | 1.1 | .
COc1cccc(C(=O)Nc2c(C(=O)NC(C)(C)C)oc3ccccc23)c1 | -34.3% | -5.5 | 19.9% | 0.6 | -1.9 | 10.1% | 61.4%[activator] | -0.1 | .
CCOC(=O)c1c(C)oc2c1c(C=NCCO)c(O)c1ccccc12 | ? | -1.0 | -5.8%[57.1 µM] | 3.4 | 4.1 | 12.5% | -6.5%[57.1 µM] | -5.6 | -25.3
COc1cc(C(C)=O)ccc1COc1ccc(C(=O)OCC(N)=O)cc1OC | -10.9% | 3.5 | -1.6% | -0.9 | -0.4 | 1.1% | 3.2% | 1.8 | 14.2
COc1ccc2[nH]c(CN3CCC(n4nccc4NC(=O)C4CC4)CC3)c(C)c2c1 | -5.2% | -1.2 | -10.3% | 0.5 | 0.8 | 0.2% | ? | -2.6 | 2.6
COc1cc(OC)c(C(=O)Nc2ccc(S(=O)(=O)Nc3ncccn3)cc2)cc1OC | -4.2% | 4.6 | 1.8% | 0.0 | 0.3 | 5.8% | 5.2% | 3.4 | -4.0
S=c1[nH]nc(CCCc2n[nH]c(=S)o2)o1 | -20.5% | 10.3 | 15.9%[57.1 µM] | 0.5 | 0.3 | 3.7% | 11.9%[11.4 µM] | -4.7 | -13.0
CCOC(=O)c1ccccc1NC(=O)COC(=O)CSCC(=O)Nc1cc(C)on1 | -4.9% | -7.8 | -7.3% | -2.0 | -0.9 | -0.9% | -7.6% | 5.3 | -5.4
Oc1oc(-c2ccc(Br)cc2)nc1C=Nc1ccc(Br)cn1 | -9.3% | -5.4 | -11.9% | 0.0 | 0.6 | -6.4% | -7.9% | -0.1 | -14.6
CCN(C(=O)CSc1nc(-c2ccccc2)cn1N)c1c(N)n(Cc2ccccc2)c(=O)[nH]c1=O | -4.3% | -4.8 | -6.7% | 0.7 | 0.7 | -2.4% | -6.4% | -0.3 | -3.9
O=C(NNC(=S)NCc1ccc(Cl)cc1)c1cccnc1 | -18.9% | -3.5 | 0.0% | 0.0 | 0.3 | -1.5% | -5.7% | -1.9 | -4.5
O=C(Nc1ccccn1)c1ccc(Cl)c(S(=O)(=O)N2CCc3ccccc32)c1 | -25.5% | 7.8 | 1.0% | -0.6 | 0.2 | 15.2% | 16.7% | -2.4 | -19.3
COc1ccccc1/C=C(\C)C(=O)c1c(C)cc(C)[nH]c1=O | -10.0% | 6.5 | 0.6% | 0.7 | -0.5 | 1.6% | -0.2% | -2.0 | 0.3
NC(=O)Cn1c(=O)n(CCCCCC(=O)NCc2ccc3c(c2)OCO3)c(=O)c2sccc21 | -1.0% | -5.2 | 10.5% | 0.0 | 0.7 | -2.9% | 8.7% | -1.4 | .

Quoted from the listing.
CCN(C(=O)CSc1nc(-c2ccccc2)cn1N)c1c(N)n(Cc2ccccc2)c(=O)[nH]c1=O in D2 antagonist reads -3.9
COc1ccc2[nH]c(CN3CCC(n4nccc4NC(=O)C4CC4)CC3)c(C)c2c1 in TRHR enhancer reads -1.2

Next section
SMILES | USP1 inh | TRHR enhancer | TrxR1 substrate | D2 agonist | TRHR agonist | mIDH1 inhibitor | TrxR1 inh | PI4K2A block | D2 antagonist
CCSc1n[nH]c2nc3c(c(=O)n12)C1(CCCC1)Cc1ccccc1-3 | -2.5% | 15.0 | 19.0%[57.1 µM] | 0.0 | 0.1 | 0.0% | 21.2%[57.1 µM] | -3.2 | 2.3
CC(=O)c1c(C)n(C)c2ccc(O)cc12 | -5.0% | -2.6 | 4.9%[11.4 µM] | 0.5 | -0.3 | 2.1% | 5.1%[11.4 µM] | 11.8 | 14.6
O=C(NCC1COc2ccccc2O1)c1cc(S(=O)(=O)N2CCOCC2)ccc1F (stereo unspecified) | -23.0% | 0.9 | 18.2%[57.1 µM] | -0.1 | -0.3 | -0.8% | 19.5% | 0.4 | 22.7
COc1ccccc1N1CCN(c2cc(C)nc3nncn23)CC1 | 16.9% | 1.4 | -6.3% | . | -0.4 | 38.9%[activator] | -10.5% | -2.1 | .
Cc1ccc(C2=NS(=O)(=O)N(C)C(C(=O)Nc3ccc(F)cc3F)=C2)cc1 | -19.5% | -4.2 | -1.2%[57.1 µM] | 0.0 | 1.6 | 4.0% | 9.0%[57.1 µM] | 3.6 | -2.9
Cc1cccc(Cn2c(=O)n(Cc3ccco3)c(=O)c3ccccc32)c1 | -17.6% | -5.9 | -4.3%[57.1 µM] | -1.1 | -0.1 | 3.8% | -5.8%[57.1 µM] | -0.5 | -6.4
CCCCN(C(=O)CSc1cc(C)c2ccccc2n1)c1c(N)n(Cc2ccccc2)c(=O)[nH]c1=O | -18.8% | 9.4 | -20.4%[57.1 µM] | -0.1 | -0.5 | 1.4% | 9.0%[57.1 µM] | 4.6 | -3.0
COC(=O)c1ccc(N2C(=O)CC(Sc3n[nH]c(C)n3)C2=O)cc1 (stereo unspecified) | 3.8% | 12.1 | -0.5% | 0.9 | 0.2 | -3.7% | 12.6µM* | -5.7 | 3.7
COc1cc(NC(=O)Cc2ccccc2)nc(OC)n1 | -9.8% | -0.2 | -0.8% | -1.4 | -0.6 | -3.3% | 11.9% | -1.0 | -14.9
N#Cc1c(NC(=O)c2cccnc2)sc2c1CCC2 | -17.6% | 4.0 | -0.3% | 0.3 | -0.4 | 14.1% | -14.3% | 6.4 | -7.5
CCC(CC)NC(=O)CO/N=C/c1ccccc1OC(F)F | -5.2% | -4.2 | -8.9% | -0.5 | -0.2 | -4.2% | -4.5% | 4.4 | -9.4
O=C(Nc1ccnn1C1CCN(Cc2cccc(OCCO)c2)CC1)C1CCOC1 (stereo unspecified) | -1.9% | -2.3 | -8.6% | 2.3 | 0.1 | 5.8% | -7.9% | 0.0 | -2.0
COc1ccc(Cl)cc1S(=O)(=O)N(C)CC(=O)NCCCn1ccnc1 | -16.8% | -5.1 | 4.6%[57.1 µM] | 0.8 | 0.4 | 2.1% | 20.2%[57.1 µM] | -1.3 | 24.3
Cc1cccc(CCN2C(N(C)C)=NC[C@@H]2CC(C)C)c1 | -17.4% | 2.6 | 7.8%[57.1 µM] | 1.0 | 0.1 | -4.6% | 10.2%[57.1 µM] | 2.5 | -0.8
Cc1ccc(S(=O)(=O)N2CCOCC2)cc1C(=O)OCC(=O)NC1CCCC(C)C1C (stereo unspecified) | -10.5% | 6.3 | -3.3% | . | -0.9 | -2.2% | 18.7% | -1.1 | .
